# Compound activity: PubChem, National Center for Advancing Translational Sciences (NCATS)
# GAA inhib – blocks human lysosomal alpha-glucosidase; P10253; purified human GAA, 4-MU-alpha-glucoside fluorescence; Potency, µM (top dose mostly 76.9 µM), for the others: at the highest dose activity change, negative = inhibition, most hits filed as inhibitors; 200,000 tested, 0.005% active; AID 1466;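 note: plate controls were uninhibited enzyme wells for no effect and no-enzyme background for full effect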
#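 Human alpha-glucosidase, 4 nM, pre-mixed with test compounds before 400 uM 4-methylumbelliferyl substrate; 20 min room temperature at pH 5.0. Fluorescence read after pH 10 stop; AC50 values from Hill-equation fits.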
# RGS12 GoLoco inh – RGS12 GoLoco-Gai1 interaction inhibition | P63096 | Gai1:RGS12 GoLoco peptide FP, rhodamine, 10 min | Potency, µM (doses to about 61.6 µM), for inactives: top-dose activity, negative = inhibition, most hits filed as inhibitors | 230,000 tested, 0.44% active; active = well fitted inhibition curve with a large enough effect, not every such curve was filed as active; inactive = no such curve, though single readings can be large or run the other way; note: % is set by controls: 0 for no effect and ±100 for the full control effect; nearly all actives have a fitted effect of over 30% in size; many of its hits are not listed in these tables
# Target sequence (P63096 whole entry, looked up): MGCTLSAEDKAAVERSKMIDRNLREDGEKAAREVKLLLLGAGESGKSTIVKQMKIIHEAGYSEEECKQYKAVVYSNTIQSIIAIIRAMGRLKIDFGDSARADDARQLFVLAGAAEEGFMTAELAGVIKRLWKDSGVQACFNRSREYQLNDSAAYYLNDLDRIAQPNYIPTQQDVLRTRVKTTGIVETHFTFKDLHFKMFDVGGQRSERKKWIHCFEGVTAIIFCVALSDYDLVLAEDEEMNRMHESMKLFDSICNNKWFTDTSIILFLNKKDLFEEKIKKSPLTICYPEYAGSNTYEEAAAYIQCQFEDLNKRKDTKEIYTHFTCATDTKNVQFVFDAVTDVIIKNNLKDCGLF
# IMPase Li inh – cell-permeable IMPase inhibitors with lithium potentiation; CHO-M1 cells, IP1 TR-FRET (IP-One), carbachol + lithium; Potency, µM (series often up to 59.4 µM), for the others: at the top dose activity, negative = IMPase inhibition, most hits filed as inhibitors; 210,000 tested, 0.35% active;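 note: IP1 builds up when IMPase is blocked and the TR-FRET signal falls; plate controls were basal vehicle for no effect and high inhibitor control for full effect; nearly all actives have a fitted effect of over 50% in size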
#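 Readout is a homogeneous TR-FRET IP1 immunoassay (Ex 320, Em 665 and 620), where raised cytosolic IP1 lowers signal. Cells were CHO-M1 treated 30 min at 37C with test compounds plus a little lithium; AC50 values came from Hill-equation fitting.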
# GAA glycogen mod – alters human alpha-glucosidase cleavage of glycogen | AID 2100 | recombinant GAA, glycogen substrate, Amplex Red glucose oxidase fluorescence | 300,000 tested, 0.38% active | P10253 | Potency, µM (top dose mostly 76.4 µM), inactives show top-dose activity change, negative = inhibition, hits mostly inhibitors;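 note: 0% = full enzyme reaction and -100% = no-enzyme basal signal; the screen sought inhibitors and activators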
#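 Natural-substrate format: glycogen cleavage by 4 nM human enzyme, glucose read by Amplex Red coupling (Ex 573, Em 610 nm). Normalized to enzyme and no-enzyme controls.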
# aGlu spleen mod – inhibitors or activators of human alpha-glucosidase in spleen homogenate; human spleen homogenate, 4-MU-alpha-glucoside fluorescence; Potency, µM (top dose mostly 79.9 µM), for the others: at the top dose activity change, negative = inhibition, usual class: inhibitors; 240,000 tested, 0.006% active; AID 2112;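 note: 0% = enzyme with vehicle and -100% = no enzyme basal signal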
#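 Human spleen homogenate (1 ug) incubated with compounds and 1 mM 4-methylumbelliferyl-alpha-D-glucopyranoside in pH 5.0 citrate/phosphate buffer, 37 C, 40 min. Stopped at pH 10; 4-MU fluorescence (Ex 365/Em 440 nm); AC50 by Hill fit.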
# HTT cytoprotect – Huntington cell model cytoprotection by ATP luminescence; PC12 HTT-Q103 induced, cytoprotection, ATP luminescence, 40 h; Potency, µM (highest dose often 56.4 µM), inactives show cytoprotection (ATP increase), usual class: activators; 230,000 tested, 0.14% active;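 note: % of control where 0% means no effect; nearly all actives have a fitted effect of over 45% in size; toxic huntingtin expression switched on by the ecdysone agonist tebufenozide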
#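 Stable PC12 Q103-GFP cells in serum-supplemented, phenol red-free DMEM; induction by tebufenozide at 100 nM final; compound dose series; cell viability quantified luminescently from ATP.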
# HttQ103 aggreg – inhibitors of mutant huntingtin aggregate formation in PC12 cells; PC12 HttQ103-GFP aggregates, Acumen cytometry, 40 h; 220,000 tested, 1.1% active; Potency, µM (doses to about 46.1 µM), without a hit: at the highest dose activity change, negative = inhibition, hits mostly inhibitors; note: % is set by controls: 0 for no effect and ±100 for the full control effect; nearly all actives have a fitted effect of over 60% in size
#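 Read-out: GFP aggregate count by laser scanning cytometer (488 nm excitation, 500-530 nm emission, 1–25 µm objects >6 SD above background). Cells: PC12, inducible HTTex1-Q103-GFP, 100 nM tebufenozide; compounds titrated.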
# Numbers without * were called inactive; ? = inconclusive; . = not tested or not shown; & = joins results of further samples; [ ] = another dose, or the depositor's remark. Unless noted, calls come from the whole dose curve; as a rule, active = well fitted curve in the direction sought with a large enough effect; inconclusive = small, poorly fitted or top-dose-only effect, or another doubt; inactive = no such curve, though single readings can be large; an effect the other way counts as inactive or inconclusive. Potency is the fitted concentration of half-maximal effect. Some of the compounds tested; count on the stated rates, not on these rows.
SMILES,GAA inhib,RGS12 GoLoco inh,IMPase Li inh,GAA glycogen mod,aGlu spleen mod,HTT cytoprotect,HttQ103 aggreg
COc1ccc(CCNC(=O)CCN2C(=O)c3cccc4cccc(c34)C2=O)cc1OC,-10.4%,6.7%,12.9%,-1.9%,9.0%,.,6.6%
CCOCCCNC(=O)C1CCC(CNS(=O)(=O)c2ccc(F)cc2)CC1 (stereo not drawn),-4.6%,6.3%,-13.3%[38.3 µM],2.0%,-4.0%,-10.7%,?
C/C(=N\Oc1cccc(F)n1)c1ccc(Cl)cc1Cl,-6.2%,6.5%,31.9%[38.3 µM],-1.7%,5.2%,4.4%,-20.6%
CCNC(=O)COc1ccc(OCc2ccccc2)cc1,0.0%,7.4%,9.9%,7.7%,2.4%,-15.0%,-12.2%
COc1ccc(Cc2nc(=S)[nH][nH]2)cc1Br,?,14.2%,4.9%,-22.5%,?,-3.2%,24.4%
CCN(CC)C(=O)C1CC(c2ccc(OC)cc2)=NO1 (stereo not drawn),-23.3%,-0.3%,-19.2%[38.3 µM],9.0%,3.4%,-10.1%,9.6%
Cn1cnc(S(=O)(=O)NCc2ccccc2)c1,-6.8%,0.5%,-5.5%,7.0%,6.6%,.,16.6%
C=CCOc1c(Br)cc(CNc2nccs2)cc1OC,-8.0%,6.0%,-0.2%,-7.8%,-1.8%,23.6%[10 µM],-30.5%
COC(=O)c1cc(NC2c3ccccc3C(=O)N2c2ccc(Cl)cn2)cc(C(=O)OC)c1 (stereo not drawn),-4.4%,11.9%,8.8%,0.4%,-3.0%,-14.5%,15.4%
CCOC(=O)C1CCN(C(=O)CSc2c3c(nc4ccccc24)CCC3)CC1,6.7%,6.9%,?,-9.2%,1.0%,4.9%,3.1%
Cc1cccc(NC(=O)C(CC(C)C)NC(=O)C2CCC(C)CC2)n1 (stereo not drawn),-0.5%,-1.2%,7.5%,-3.0%,-3.2%,-7.4%,4.0%
Cc1cc(CSc2ccccc2)ccc1NC(=O)c1ccc(CN2CCOCC2)cc1,-6.2%,3.5%,14.7%,9.9%,-2.2%,-8.2%[0.074 µM],-4.5%
COc1ccccc1CNC(=O)C(=O)NCC1OCCN1S(=O)(=O)c1ccc2c(c1)OCCO2 (stereo not drawn),-5.0%,3.1%,8.2%,-1.6%,-0.3%,.,4.3%
O=C(Nc1ccccc1N1CCOCC1)c1cc2c(s1)CCCCC2,-0.9%,-4.8%,5.6%,-0.6%,2.4%,-96.9%[inhibitor],-2.1%
CS(=O)(=O)N(Cc1ccc(C(=O)NN=C2CCCCCC2)cc1)c1ccccc1,6.7%,4.4%,1.7%,-6.5%,-12.6%,1.1%[10 µM],-15.4%
COc1ccc(OC)c(-c2csc(N(CC3CCCO3)C(=O)Cc3ccccc3)n2)c1 (stereo not drawn),10.1%,5.0%,17.9%,-7.7%,5.6%,-10.9%[10 µM],-10.3%[9.22 µM]
O=C(OCc1ccc([N+](=O)[O-])cc1)c1ccccn1,-1.8%,7.3%,-1.0%,13.6%,2.0%,?,1.5%
COC/C=C/C1=CC2=CC(=O)C(C)(OC(=O)c3cnc4ccccc4n3)C(=O)C2=CN1CCN1CCOCC1 (stereo not drawn),.,-9.2%[14.2 µM],4.6%,-6.6%,-9.7%[17.4 µM],-7.6%&9.0%[10 µM],12.6%[9.22 µM]
Cc1onc(-c2ccccc2)c1NC(=O)N(CCC#N)Cc1cccs1,.,-3.5%,.,2.6%,1.5%,-0.5%[10 µM],-4.5%[9.22 µM]
CC1(C)Cc2ccccc2-c2n[nH]c(=S)n21,1.6%[15.4 µM],6.8%,?,-7.9%,4.7%,-0.9%,-4.8%
Cc1ccc(Cl)cc1NC(=S)N(CCN(C)C)Cc1cccs1,2.6%,-2.6%,17.0%,-1.2%,-3.6%,1.3%,5.5%
COc1c(C=O)c(=O)[nH]c2c(OC)cccc12,.,-0.4%,6.6%,.,-17.0%,?,.
N#C/C(=C\c1cn[nH]c1-c1ccccc1)C(=O)NC1CCCCCC1,?,-6.6%,-6.3%[38.3 µM],-2.4%,-1.7%,-10.8%,-17.8%
COC(=O)[C@H](CC(C)C)NC(=O)Nc1ccc(S(N)(=O)=O)cc1,.,-14.5%,.,0.9%,2.1%,11.8%[10 µM],22.3%[9.22 µM]
O=C(Cc1ccccc1)NN1C(=O)C2C3C=CC(C3)[C@@H]2C1=O (stereo partly drawn),-1.2%,-0.2%,-8.9%,-2.0%,9.9%,9.0%[10 µM],11.6%

# One compound at a time (already shown). Order of values: GAA inhib, RGS12 GoLoco inh, IMPase Li inh, GAA glycogen mod, aGlu spleen mod, HTT cytoprotect, HttQ103 aggreg
# `Cc1onc(-c2ccccc2)c1NC(=O)N(CCC#N)Cc1cccs1` as listed: ., -3.5%, ., 2.6%, 1.5%, -0.5%[10 µM], -4.5%[9.22 µM]
# `COC(=O)c1cc(NC2c3ccccc3C(=O)N2c2ccc(Cl)cn2)cc(C(=O)OC)c1` (stereo not drawn) as listed: -4.4%, 11.9%, 8.8%, 0.4%, -3.0%, -14.5%, 15.4%
# `COc1ccc(CCNC(=O)CCN2C(=O)c3cccc4cccc(c34)C2=O)cc1OC` as listed: -10.4%, 6.7%, 12.9%, -1.9%, 9.0%, ., 6.6%

# Next part
SMILES,GAA inhib,RGS12 GoLoco inh,IMPase Li inh,GAA glycogen mod,aGlu spleen mod,HTT cytoprotect,HttQ103 aggreg
COc1cc(NC(=O)Nc2ccccc2OC)c(OC)cc1NC(=O)CN1CCCCC1,-9.6%,1.4%,7.2%[38.3 µM],-15.9%,-15.1%,-29.2%,16.0%
Cc1cc([N+](=O)[O-])ccc1NCc1cccc([N+](=O)[O-])c1,-3.6%,-2.7%,4.5%[38.3 µM],3.0%,2.2%,-6.2%,-20.4%
CCOC(=O)C1=C(CS(=O)(=O)c2ccccc2)NC(=O)NC1c1ccc(OC)c(OC)c1 (stereo not drawn),-1.2%[15.4 µM],4.3%,.,-2.0%,8.6%,-4.3%[10 µM],-2.2%[9.22 µM]
Cc1c(N)cccc1[N+](=O)[O-],.,-0.2%,17.5%,.,-2.2%,-44.8%[inhibitor],.
COc1ccc(S(=O)(=O)NCc2ccc(C(=O)N(C)Cc3ccco3)cc2)cc1,-3.7%,0.6%,11.1%[38.3 µM],5.2%,-1.4%,2.7%,1.1%
COc1ccc(C(=O)C[n+]2ccc(N)c(C)c2C)cc1,?,-5.1%,-2.4%,?,6.9%,-0.9%[10 µM],31.9%[9.22 µM]
CCn1ccnc1CN1CCc2c([nH]c3ccccc23)C1CC(C)C (stereo not drawn),8.5%,13.7%,20.7%,-11.4%,3.1%,14.0%[10 µM],7.7%[9.22 µM]
CCOc1cccc(NC(=O)/C(C#N)=C\c2cccnc2)c1,2.0%,18.2%,11.7%,7.1%,-6.3%,-4.7%,4.7%
CCN(CC)S(=O)(=O)c1ccc(-c2nnc(SCC(=O)c3ccc(OC)cc3)o2)cc1,-10.6%,-4.5%,-19.6%[38.3 µM],-5.6%,3.5%,1.4%,?
CCOC(=O)c1c(C)nc(C)c2c(=O)oc3ccccc3c12,-11.2%,16.3%,21.3%,-0.5%,.,-65.7%[inhibitor],-14.4%
O=C(Nc1ccc(C(=O)N2CCOCC2)cc1)c1cc(-c2cccnc2)nc2ccc(Br)cc12,.,8.9%,9.9%,-6.8%,-3.4%,15.6%[10 µM],-2.2%
O=C1c2ccccc2C(=O)c2c1ccc(C(=O)O)c2-c1ccc2ccccc2c1,.,6.5%[14.2 µM],7.4%,.,.,-4.8%[10 µM],.
CCNC(=S)N1CCN(C(c2ccccc2)c2ccccc2)CC1,?,12.7%,38.8%[activator][38.3 µM],-4.3%,-5.9%,-30.1%[10 µM],?
CCc1sc(C(=O)Nc2cccc(C(C)=O)c2)cc1C,?,15.8%,-7.0%,-5.9%,3.2%,-4.3%[10 µM],?
COc1cc(OC)cc(C(=O)N[C@H](C(=O)OCC(=O)NC(=O)NC(C)(C)C)C(C)C)c1,-1.3%,-1.3%,-2.5%,-1.5%,-14.1%,-27.4%,4.8%
O=c1c2c(nc(NCCO)n1CC1CCCCC1)-c1ccccc1CC21CCCC1,9.3%,10.3%,1.5%[38.3 µM],-13.7%,1.0%,-41.0%[inhibitor],24.2%[9.22 µM]
C=CCc1cccc2cc(C(=O)N3CCN(c4ccccn4)CC3)c(=O)oc12,-6.2%,4.7%,6.4%,2.5%,-0.2%,-49.2%[inhibitor],27.5%
COC(=O)[C@@H]1C[C@@H]2CC[C@@H](O)C[C@@H]2N1Cc1ccc(C)s1,.,19.4%,-11.4%,.,-21.6%,-11.5%,.
Cc1ccc(NC(=S)N(CCN2CCOCC2)Cc2cc3cc4c(cc3[nH]c2=O)OCCO4)cc1,.,3.9%,.,-6.5%,-17.3%,-4.1%[10 µM],-23.6%[9.22 µM]
COC(=O)c1nc(N)sc1-c1ccc(Cl)c(Cl)c1,.,-4.6%,.,0.2%,6.4%,15.8%[10 µM],5.4%[9.22 µM]
O=S(=O)(Nc1nc2ccccc2nc1NCC1CCCO1)c1cc(Cl)ccc1Cl (stereo not drawn),.,1.7%,.,1.1%,-11.1%,9.2%[10 µM],24.1%[9.22 µM]
O=C(O)C1CCCCC1C(=O)NCCc1ccc(Cl)cc1 (stereo not drawn),-3.5%,1.6%,9.9%[38.3 µM],-5.9%,-2.4%,-0.5%,1.1%
CC1CN(Cc2nc3c(c(=O)[nH]c(=O)n3C)n2CCCc2ccccc2)CC(C)O1 (stereo not drawn),-12.2%,0.1%,1.9%,0.1%,-18.9%,-10.7%[10 µM],-3.0%
NCCC[C@@H](CC(=O)N[C@@H]1CCCC[C@H]1C(=O)N[C@H](CC(=O)N[C@@H](CCC(=O)O)CC(=O)O)Cc1c[nH]c2ccccc12)NC(=O)C[C@H](CO)NC(=O)[C@@H]1CNCC[C@H]1N,.,-2.8%,12.6%,.,7.0%,8.0%[1.9 µM],.
OCC(O)COc1cccc2ccccc12 (stereo not drawn),.,0.9%,-6.7%,.,-1.9%,4.5%,.
COCc1cc(C)nc(SCC(=O)NCc2ccco2)c1C#N,-4.8%,-9.6%,-6.0%[38.3 µM],5.2%,-21.7%,6.9%,-11.9%
O=S(=O)(Nc1ccccc1)c1ccc(Oc2ncc(C(F)(F)F)cc2Cl)cc1,4.6%,3.8%,30.4%[38.3 µM],-12.4%,-11.3%,?,?
CNC(=O)C(=O)NCC1OCCN1S(=O)(=O)c1ccc([N+](=O)[O-])cc1 (stereo not drawn),-7.8%,2.8%,0.9%,7.6%,-0.5%,17.3%[10 µM],-0.4%
